From PubChem BioAssay
DAGLB inh: DAGLB lipase inhibitors, primary screen, biochemical, fluorescence, HTS. 340,000 tested, 0.059% active. HEK293T DAGLB membrane lysate, EnzChek fluorogenic substrate. AID 504411, 2011. Diacylglycerol lipase-beta (Homo sapiens), Q8NCG7. inhibition, % at 5.17 µM; in the data active = inhibition above about 34%;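 also: 0% = enzyme with vehicle and 100% = wells lacking enzyme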
PKA-R2B act: activators of PKA-R2B holoenzyme, primary screen, biochemical, fluorescence polarization, Cy5-IP20, human. PKA-R2B holoenzyme dissociation; R2B truncated from residue 108, S112A mutant; 0% DMSO only, 100% 113 µM cGMP. activation, % at 11.4 µM. 340,000 tested, 0.079% active. AID 504700, 2011;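 active = activation above a cutoff set at the mean over all compounds plus 3 SD, cut at about 18% in these data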;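 also: higher means more holoenzyme dissociation and a rise in polarization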
SR-BI DiI-HDL act: activators of SR-BI mediated DiI-HDL uptake, primary screen, ldlA[mSR-BI] CHO cells, DiI fluorescence; 3 h; 100 = double the neutral-control signal; activation, % at 12.5 µM; 320,000 tested, 0.096% active;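 active = mean replicate activation of at least 60% and every replicate at or above 60%; inconclusive = mean or all-replicate condition met, but not both; inactive = mean below 60% and not all replicates reaching 60%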;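 also: 0% = median plate neutral-control signal and 100% = twice that signal; values of inactives mirror those of a sister screen read the other way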
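system = CHO ldlA[mSR-BI] cells, LDL receptor-null, SR-BI overexpressing | medium = Ham's F12 with 0.5% BSA, HEPES 25 mM, pH 7.4 | probe or stimulus = DiI-HDL 10 µg/mL | compound dosing = single-point compound dose | incubation = compound exposure 3 h, 37 °C | technique = DiI fluorescence, bottom read | read-out = cell-associated DiI fluorescence as measure of HDL uptake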
NSD2 inh: NSD2 histone methyltransferase inhibitors, primary screen, biochemical, AlphaScreen, single concentration, set 2. Histone-lysine N-methyltransferase NSD2 (Homo sapiens), O96028. NSD2 peptide methylation, 120 min. inhibition, % at 12.5 µM. 310,000 tested, 0.54% active. AID 743445, 2014; in the data active = inhibition above about 50%
C-LANA FP: inhibitors of KSHV C-LANA binding to DNA, primary screen, biochemical, fluorescence polarization, FAM-LBS DNA, MBP-C-LANA, single point. Kaposi's sarcoma herpesvirus LANA C-terminal domain (residues 932-1162) DNA binding. inhibition, % at 9 µM. 340,000 tested, 0.078% active;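 active = highest replicate inhibition at or above 60% at 9 µM, even if other replicates fall short; inactive = all replicates below 60% inhibition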;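 also: 0% = neutral control wells and 100% = 4 µM acridine orange control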
Keap1 Nrf2 FP: Keap1-Nrf2 protein-protein interaction inhibitors, primary screen, biochemical, fluorescence polarization, single point; 340,000 tested, 0.15% active; inhibition, % at 9.4 µM; Keap1 Kelch-Nrf2 peptide fluorescence polarization, 1536-well; in the data active = inhibition above about 12%; inconclusive = no clear call, values can overlap the other calls; inactive = below about 7.3%;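 also: human Keap1 Kelch domain with fluorescein labeled Nrf2 9mer peptide probe; 0% = neutral control wells and 100% = peptide positive control; higher means more block of Keap1 binding to Nrf2 peptide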
Arr AP2 block: inhibitors of beta-arrestin/AP2 binding, primary screen, biochemical, GPCR trafficking, flow cytometry | beta-arrestin 1 C-terminal peptide binding to AP2 beta2-adaptin appendage (human) | FITC-arrestin peptide / GST-AP2 beads; AP2 beta2 appendage carries R879A mutation | inhibition, % at 10 µM | 340,000 tested, 0.31% active | AID 504490, 2011;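 active = inhibition above a set limit, near 3 SD of compounds lacking own fluorescence, cut at about 54% in these data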;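 also: plate controls were DMSO wells for no effect and 5 µM unlabelled arrestin peptide for full effect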
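Material – GST-tagged AP2 beta2-adaptin appendage (R879A) on 4 µm glutathione beads · Probe or stimulus – fluorescein-tagged arrestin peptide at 50 nM final · Timing – 12 min plus 1 h, RT · Detection – bead flow cytometry, FITC channel · Read-out basis – inhibition as reduced fluorescein signal on beads, percent · Medium – PBS plus Tween 20 (0.05%) and BSA (0.1%)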
SR-BI HDL uptake: inhibitors of SR-BI mediated HDL lipid uptake, primary screen, ldlA[mSR-BI] cells, fluorescence, single point; Scavenger receptor class B member 1 (Mus musculus), Q61009; ldlA[mSR-BI] CHO cells, DiI-HDL uptake fluorescence, 3 h; inhibition, % at 12.5 µM; 320,000 tested, 0.96% active; AID 488896, 2010;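 active = mean replicate inhibition of at least 70% and a set share of replicates each scoring 70 or more; inconclusive = meets just one of the two criteria; inactive = fails both criteria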;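 also: 0% = median of neutral control wells and 100% = median of positive control wells; values of inactives mirror those of a sister screen read the other way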
PvdQ acylase: P. aeruginosa PvdQ acylase inhibitors, primary screen, biochemical, fluorescence, plate reader and imaging, single point | PvdQ acylase [Pseudomonas aeruginosa LESB58] | purified PvdQ acylase | inhibition, % at 10 µM | 340,000 tested, 0.063% active; in the data active = inhibition above about 30%, passing the limit was not always enough; inconclusive = no clear call, values can overlap the other calls;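 also: 0% = vehicle neutral wells and 100% = reference inhibitor wells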
RTF Ca sens inh: cardiac RTF calcium sensitivity inhibitors, primary screen, biochemical, IANBD-TnC fluorescence, EC70 calcium; Troponin I, cardiac muscle (Homo sapiens) + Troponin T, cardiac muscle (Homo sapiens) + …; 340,000 tested, 0.12% active; inhibition, % at 7.15 µM; IANBD-labeled cardiac RTF, Ca2+ fluorescence;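 active = inhibition above the mean inhibition of all tested compounds plus 3 SD, cut at about 17% in these data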;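 also: assay run at fixed EC70 calcium of 1.6 mM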
* = called active by the depositor; ? = inconclusive; . = no result given.

SMILES	DAGLB inh	PKA-R2B act	SR-BI DiI-HDL act	NSD2 inh	C-LANA FP	Keap1 Nrf2 FP	Arr AP2 block	SR-BI HDL uptake	PvdQ acylase	RTF Ca sens inh
On1nnc2c3ccccc3c3ccccc3c21	1	-10	19	-1	-1.1	0	10	-19	11	-4
CCCCN(C(=O)CCC(=O)Nc1cc(C)on1)C(C(=O)NC(C)(C)C)c1cccc(OC)c1OC (centres undefined)	2	3	-2	-3	0.7	-2	13	2	8	1
COCCNS(=O)(=O)c1ccc2c(c1)n(C)c(=O)n2C	1	-5	42	0	-1.4	0	-8	-42	-5	-4
CN(CC(=O)Nc1ccccc1Cl)C(=O)CSc1nc2ccccc2s1	0	-2	12	-1	-0.8	1	-3	-12	-1	2
CCC(=O)Oc1ccc2c(c1)O/C(=C\c1ccco1)C2=O	.	.	18	1	58	10	34	-18	0	.
CN(CC(=O)Nc1ccc(Cl)c(Cl)c1)C(=O)C1CCCC1	-3	9	67*	-2	-0.1	0	10	-67	0	0
Cc1cc(C)nc(N2CCC(C(=O)NCCc3ccccc3)CC2)n1	-1	10	-16	-1	1.1	-1	1	16	-15	-3
CCOC(=O)c1[nH]c(C)c(C(=O)OCC(=O)N(C)C2CCS(=O)(=O)C2)c1C (centres undefined)	1	0	12	-1	-0.7	-2	16	-12	6	-2
Cc1ccc(S(=O)(=O)N(C)c2ccc(OCC(=O)Nc3nnc(C4CC4)s3)cc2)cc1	-1	2	-30	2	-0.5	-1	3	30	-6	6
Cc1cc(F)c(F)c(C(=O)N2CCOCC2)c1	2	-6	18	.	-0.5	-1	9	-18	-6	0
CCCCC(=O)Nc1sc2c(c1C(N)=O)CCC2	-2	-3	0	30	1.2	1	4	0	10	4
O=C(NCCN1CCOCC1)c1cc2cc([N+](=O)[O-])ccc2s1	0	1	-13	-1	-1.5	0	1	13	4	11
COc1ccc(NC(=O)C/C(C)=N/NC(=O)C(=O)NC(C)C)c(OC)c1	-2	-2	7	14	-1.0	-2	2	-7	-10	-12
Cc1ccc2[nH]c(C(=O)N/N=C/c3ccccc3C(=O)O)c(-c3ccccc3)c2c1	3	-7	7	2	2.8	1	-14	-7	-2	0
Cc1ccc(S(=O)(=O)n2c(N)nc3ccccc32)cc1	4	-9	-21	0	0.8	0	38	21	-7	-13
CCCCCn1c(CN2CCN(C(=O)OCC)CC2)nc2c1c(=O)n(C)c(=O)n2C	1	-5	-21	.	0.5	0	-2	21	-17	-3
COc1ccc(NC(=O)c2cccc(Cn3cc(Br)cn3)c2)cn1	-1	-7	-12	3	3.1	-3	6	12	3	-6
COc1ccc(C(=O)C2CCCN(C(=O)c3noc4c3CCCC4)C2)cc1F (centres undefined)	-7	-9	9	-7	-1.5	-1	5	-9	-16	-4
Cc1[nH]n(C(C)(C)C)c(=O)c1Sc1ccccc1	-2	-11	-18	2	-0.3	-5	10	18	-10	2
CCCc1nnc(NC(=O)CCC(=O)NCc2ccc(Cl)cc2Cl)s1	-3	-7	22	-2	-2.0	-1	33	-22	0	-5
O=C(Cc1ccccc1)NCCC1=CCCCC1	0	-7	14	-3	1.1	-5	18	-14	-5	3
CCOC(=O)C1CCN(C(=O)C2(NC(=O)Nc3ccccc3Cl)CCCCC2)CC1	-2	-7	5	1	0.5	-3	0	-5	-10	-7
CCOC(=O)N1CCN(C(=O)c2ccc3c(=O)n(CCc4ccccc4)c(=S)[nH]c3c2)CC1	2	-4	-11	-3	-1.4	-2	4	12	-11	-16
CCOc1ccc(/C=N/n2nnnc2N)cc1OCC	1	-11	?	-2	1.5	-5	9	-333	-7	-11
Cc1ccc2c(c1)C(c1ccc([N+](=O)[O-])cc1)=NNC(c1ccc(Br)cc1)=N2	3	2	-43	0	0.1	-2	-1	43	-11	11
COc1ccccc1N1CCN(C(CNS(=O)(=O)c2cccs2)c2cccnc2)CC1 (centres undefined)	-1	-10	12	.	0.1	1	-7	-12	-16	-5
CCOC(=O)Cc1c(Sc2ccccc2)c2cc(C)ccc2n1C	-6	1	33	0	3.9	5	-4	-33	-9	-3
O=C(O)/C(=C/c1ccco1)NC(=O)c1ccc(Br)o1	2	3	2	9	14	3	0	-2	-13	-9
COc1ccc(CCNC(=O)C(C(=O)c2ccc(F)cc2)n2ccccc2=O)cc1OC (centres undefined)	-1	11	57	0	0.7	-2	-8	-57	-2	2
CCCCOC(=O)c1ccc(N2C(=O)CC(N3CCN(C/C=C/c4ccccc4)CC3)C2=O)cc1 (centres undefined)	-5	4	-23	1	2.4	0	2	23	-7	1
NC(=S)N/N=C\c1c2ccccc2cc2ccccc12	-1	10	-36	-2	-0.5	-1	18	36	-5	0
CC(C(=O)NC1C=CS(=O)(=O)C1)N1C(=O)/C(=C\c2ccccc2)SC1=S (centres undefined)	0	2	17	4	-1.6	0	4	-17	-11	-8
CCN(CC)c1ccc(/C=C2\C(=O)c3ccc(C(=O)O)cc3C2=O)cc1	-108	0	44	18	-45	-189	-4	-44	2	-98
O=C(NC1CCCCCC1)c1ccc(Br)o1	-2	-10	7	0	-0.2	4	1	-7	-7	-16
CCOC(=O)C1=C(c2ccccc2)Nc2ncnn2C1c1cc(OC)ccc1OC (centres undefined)	0	-3	-6	6	-0.3	-6	2	6	-11	0
CCOC(=O)N1CCC(N(CCN(C)C)C(=S)Nc2cc(Cl)ccc2C)CC1	2	4	1	.	-0.4	4	-9	-1	-8	-2
CC12CCC(C(=O)Nc3ccccc3Br)(C/C1=N\O)C2(C)C (centres undefined)	0	-4	6	-3	1.3	3	6	18	-16	-2
CC(OC(=O)c1ccc2c(c1)OCCO2)C(=O)NC1CCCCC1C (centres undefined)	-5	-9	18	-6	1.7	0	22	-18	3	-23
CC(NC(=O)c1cccs1)C1CCCO1 (centres undefined)	-1	9	11	-1	2.9	3	-5	-11	-7	-7
CSc1ccc(C2Nc3cccc4cccc(c34)N2)cc1	3	-5	-51	7	0.4	0	11	51	5	-4
Cc1ccc(S(=O)(=O)N/N=C/c2cccc3nccnc23)cc1	-1	5	8	2	1.3	0	19	-8	-7	-6
CC(C)C(=O)Nc1nnc(CCc2ccccc2)s1	-1	3	10	-1	-0.7	-3	23	-10	5	0
NC(=O)c1cccnc1Oc1ccccc1	0	4	14	-1	-0.6	0	2	-14	-12	-7
COc1ccccc1CN1C(=O)CN(C2CCCCCC2)C(=O)C1c1ccc(F)cc1 (centres undefined)	-5	1	13	0	0.7	4	1	-13	-6	-5
O=S(=O)(c1ccccc1)c1nc(-c2ccccc2)oc1N1CCOCC1	2	-6	-9	-3	0.0	-22	-19	9	3	11
S=C(NCc1ccccc1)N1CCN(Cc2ccc3c(c2)OCO3)CC1	-7	2	2	0	0.0	-1	5	-2	6	-2
O=C1CCCN2N=C(SCC(=O)Nc3ccc(F)cc3F)SC2=N1	2	-3	3	-7	-0.9	2	13	-3	-8	7
CCCC(=O)N1CCN(c2ccc(NC(=O)c3cccs3)cc2)CC1	0	5	-22	0	0.2	-6	5	22	-14	-6
CC(NC(=O)CN1C(=O)NC2(CCc3ccccc32)C1=O)c1ccccc1 (centres undefined)	0	-7	3	-1	0.5	0	-5	-3	-7	-2
CC(C)OCCCNC(=O)c1cc2c(=O)n(C)c3ccccc3c2n1C	0	-5	-28	.	-0.8	-6	-1	28	-9	-9
COc1ccc2[nH]cc(CCNC(=O)C3CC(=O)N(c4ccc(Cl)cc4)C3)c2c1 (centres undefined)	1	-1	.	0	-0.3	1	27	.	1	-9
O=C(N[C@@H](Cc1ccccc1)c1nc2ccccc2[nH]1)c1cc([N+](=O)[O-])ccc1Cl	-1	11	15	2	-1.0	2	28	-15	3	-4
CC(=O)NCC(=O)N(Cc1ccco1)C1(C(=O)NC2CCCC2)CCCCC1	3	1	7	-4	0.2	4	45	-7	-4	4
CC(=O)c1c(C)[nH]c(C(=O)Nc2nc(-c3ccc(-c4ccccc4)cc3)cs2)c1C	-2	-2	-56	-4	-1.2	4	-3	56	-6	-2
CN1C(c2ccc(F)cc2)=CS/C1=C(\C#N)c1nnc2n1-c1ccccc1SC2	3	-3	-21	1	1.3	-4	6	21	-8	-5
CCCCn1c(CN2CCN(C)CC2)nc2ccccc21	3	-4	-5	2	0.4	-3	-1	5	-25	-3
O=C(C(Sc1ccccc1)c1ccccc1)N1CCN(c2ccccc2)CC1 (centres undefined)	-6	-5	-20	-3	1.6	-3	3	20	6	15
COc1cc(/C=c2\sc3n(c2=O)C(c2ccccc2)C(c2ccccc2)=NN=3)ccc1O (centres undefined)	3	-9	-51	-1	-0.9	0	0	51	1	-13
Cc1ccc(NC(=O)c2cc(-c3ccc(F)cc3)on2)cc1C	-3	-6	-17	0	0.6	0	-4	17	-6	-4
Nc1ccc(-c2nc3ccc(-c4nc5ccccc5o4)cc3[nH]2)cc1	6	-11	-34	-6	-0.3	0	7	34	-5	-4
CN(C)c1ccc(C(=O)/C=C/c2ccc(Br)cc2)cc1	-3	-8	-7	1	1.2	-2	98*	7	-4	-3
COC(=O)COc1cccc2c(=O)n(CC(=O)N3CCCCC3)ccc12	-1	1	.	-2	1.2	-6	6	.	-5	2

Look-ups from the list:
For Arr AP2 block, COc1ccc2[nH]cc(CCNC(=O)C3CC(=O)N(c4ccc(Cl)cc4)C3)c2c1 (centres undefined) shows 27
For PKA-R2B act, CCCCn1c(CN2CCN(C)CC2)nc2ccccc21 shows -4
